From PubChem BioAssay
PLC-beta3 inh – blocks human PLC-beta3 enzyme activity | actives 0.18% (n = 370,000) | inhibition, % at 12.2 µM | Q01970 | Purified PLC-beta3, fluorogenic substrate, fluorescence; in the data active = inhibition above about 11%;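 note: 0% = median of compound wells on plate and 100% = full blocker control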
hgDAF-12 ag – activates the H. glycines DAF-12 receptor ligand-binding domain; activation, % at 6.8 µM; actives 1.8% (n = 370,000); AID 687014; HEK293 GAL4-hgDAF12 UAS-luciferase reporter, agonist luminescence; normalized to butyrate control;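 active = activation above a cutoff set at the mean of all screened compounds plus 3 SD, cut at about 10% in these data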;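 note: 0% = DMSO wells and 100% = sodium butyrate wells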
DAX1 inh-1 – DAX1 (NR0B1) inhibition, primary screen; AID 652010; HEK293T StAR-luciferase reporter, SF-1/DAX-1 repression relief; inhibition, % at 6.8 µM; actives 1.1% (n = 370,000);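 active = inhibition above the mean over all tested compounds plus 3 SD, cut at about 3.6% in these data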;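 note: 0% = DAX-1 cells with DMSO and 100% = cells lacking DAX-1 with DMSO; higher inhibition means more luminescence from relief of DAX-1 repression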
FXN GAA850 act – frataxin GAA850 promoter activation. HEK293 lucGAA850 FXN promoter luciferase reporter, 24 h; percent of 10 µM SAHA response. activation, % at 6 µM. actives 0.56% (n = 360,000);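 active = activation above the average of all compounds screened plus 3 SD, cutoff fixed separately per campaign, cut at about 7.5% in these data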;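 note: 0% = DMSO wells and 100% = 10 µM SAHA wells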
hcDAF12 agonist – activates DAF-12 receptor from parasite H. contortus. actives 1.4% (n = 370,000). HEK293 hcDAF-12 lit1-tk-luc reporter, luminescence; 0% DMSO, 100% Δ7-dafachronic acid. activation, % at 6.8 µM;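 active = activation above the mean of all tested compounds plus 3 SD, cut at about 5.5% in these data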;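 note: 100% = response to 3 µM Δ7-dafachronic acid high control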
ssDAF12 agonist – activates DAF-12 receptor from parasite S. stercoralis; actives 1% (n = 370,000); AID 652126; activation, % at 6.8 µM; HEK293 ssDAF-12/GRIP1 lit1-tk-luc reporter, luminescence; % of 3 µM dafachronic acid response;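 active = activation above the mean over all tested compounds plus 3 SD, cut at about 0.9% in these data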;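 note: 0% = DMSO-only wells and 100% = 3 µM delta7-dafachronic acid wells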
PLC-gamma1 inh – PLC-gamma1 (human) inhibition, primary screen. P19174. purified PLC-gamma1, fluorogenic substrate, fluorescence. inhibition, % at 12.2 µM. actives 0.84% (n = 370,000). AID 720700; in the data active = inhibition above about 9.5%
sPLA2-III inh – Inhibits HGIII-sPLA2 liposome hydrolysis, primary screen; QFRET BODIPY PC-A2 liposome hydrolysis, fluorescence; Q9NZ20; inhibition, % at 12.2 µM; actives 0.56% (n = 370,000);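 active = inhibition above mean plus 3 SD of compounds lying within the high and low control bounds, cut at about 19% in these data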;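 note: 0% = median of test compound wells and 100% = no enzyme DMSO wells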
Target sequence (Q9NZ20 whole entry, looked up): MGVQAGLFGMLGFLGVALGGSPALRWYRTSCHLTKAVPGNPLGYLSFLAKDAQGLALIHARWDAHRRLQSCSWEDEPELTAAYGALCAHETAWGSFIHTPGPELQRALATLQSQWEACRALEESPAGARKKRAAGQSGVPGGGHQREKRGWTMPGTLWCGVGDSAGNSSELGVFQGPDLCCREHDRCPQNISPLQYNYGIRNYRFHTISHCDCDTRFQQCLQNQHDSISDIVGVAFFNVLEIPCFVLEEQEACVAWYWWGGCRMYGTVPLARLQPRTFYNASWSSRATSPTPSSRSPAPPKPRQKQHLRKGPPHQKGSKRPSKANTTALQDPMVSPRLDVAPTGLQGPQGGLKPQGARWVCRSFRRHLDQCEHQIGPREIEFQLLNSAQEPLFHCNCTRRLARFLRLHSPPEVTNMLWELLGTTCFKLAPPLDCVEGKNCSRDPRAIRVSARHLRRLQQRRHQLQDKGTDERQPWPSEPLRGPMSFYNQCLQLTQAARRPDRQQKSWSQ
ADAM17 inh – ADAM17 inhibition, QFRET primary screen; P78536; recombinant ADAM17, EDANS/DABCYL FRET peptide cleavage; inhibition, % at 6.95 µM; actives 0.83% (n = 370,000); AID 720648;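 active = inhibition above the mean of compounds lying between control limits plus 3 SD, set per campaign, cut at about 8.5% in these data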;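 note: 0% = DMSO-only wells as the low control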
ADAM10 inh – inhibitors of human ADAM10; O14672; recombinant ADAM10, EDANS/DABCYL FRET peptide cleavage, 3 h; inhibition, % at 7 µM; actives 0.62% (n = 370,000);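 active = inhibition above a per-campaign cutoff equal to the mean of compounds falling between control-based bounds plus 3 SD, cut at about 20% in these data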;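 note: 0% = DMSO wells while the 100% control is not disclosed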
Target sequence (O14672 214-748 limits assumed): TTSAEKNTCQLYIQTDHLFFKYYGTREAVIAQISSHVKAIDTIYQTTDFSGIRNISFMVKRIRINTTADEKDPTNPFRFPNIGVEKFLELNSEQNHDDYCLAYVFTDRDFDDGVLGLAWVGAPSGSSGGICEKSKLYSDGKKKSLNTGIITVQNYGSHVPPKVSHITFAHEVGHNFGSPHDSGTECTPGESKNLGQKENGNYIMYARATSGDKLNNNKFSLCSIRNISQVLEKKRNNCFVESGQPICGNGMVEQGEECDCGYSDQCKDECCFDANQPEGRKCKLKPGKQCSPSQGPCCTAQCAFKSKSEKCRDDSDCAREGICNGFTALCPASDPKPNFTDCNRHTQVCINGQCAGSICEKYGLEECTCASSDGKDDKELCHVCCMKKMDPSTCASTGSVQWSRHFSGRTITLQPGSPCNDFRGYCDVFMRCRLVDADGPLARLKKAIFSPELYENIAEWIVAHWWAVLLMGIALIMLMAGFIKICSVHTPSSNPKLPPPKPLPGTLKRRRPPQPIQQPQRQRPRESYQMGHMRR
DAX1 inh-2 – inhibits human nuclear receptor DAX1; actives 0.99% (n = 340,000); AID 504766; HEK293 Gal4-DAX1 luciferase reporter, luminescence; inhibition, % at 6.75 µM;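 active = inhibition above the mean over all tested compounds plus 3 SD, cut at about 4.2% in these data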;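 note: 0% = DAX1-transfected cells with DMSO and 100% = empty-vector control cells with DMSO; inhibition shows as a rise in luminescence from relieved DAX1 repression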
Active calls of the source: *; / = not tested or not shown.

No. | Compound | PLC-beta3 inh | hgDAF-12 ag | DAX1 inh-1 | FXN GAA850 act | hcDAF12 agonist | ssDAF12 agonist | PLC-gamma1 inh | sPLA2-III inh | ADAM17 inh | ADAM10 inh | DAX1 inh-2
1 | COc1cc2ccc3c(CCN(C)C)cc(OC)c(OC)c3c2cc1OC | -10.3 | -1.4 | -0.2 | 1.9 | -0.2 | -1.6 | 1.3 | 2.8 | -5.0 | -10.4 | -0.2
2 | CC(=O)OC[C@@H]1CN(Cc2ccccc2)C[C@H](n2cnc3c(N4CCCC4)ncnc32)O1 | -0.9 | 3.4 | -0.8 | 0.0 | -1.4 | -0.4 | -0.7 | -0.9 | -0.6 | 3.6 | /
3 | O=C(NC1c2ccccc2-c2ccccc21)c1ccco1 | 1.0 | -4.2 | -1.3 | 0.2 | -0.5 | -0.9 | 0.0 | -0.3 | -0.2 | -0.6 | -0.9
4 | CC(=O)c1c(C(C)=O)c(C)n(-c2nc(-c3ccccc3)c(C)s2)c1C | 0.6 | -0.6 | -0.5 | -2.4 | -1.1 | -1.6 | -0.5 | 2.5 | -2.4 | 13.2 | -1.2
5 | COc1cc(/C=C/C(=O)OCC(=O)Nc2cc(S(=O)(=O)N3CCOCC3)ccc2Cl)cc(OC)c1OC | -84.5 | 2.9 | 0.0 | -0.8 | -1.1 | 0.0 | -58.0 | -17.7 | -26.8 | -85.2 | 1.2
6 | CCC(NC(=O)NCc1cccnc1)(C(F)(F)F)C(F)(F)F | 2.1 | -2.5 | -0.6 | 1.6 | -0.1 | -0.9 | -2.1 | 4.8 | -2.4 | -2.5 | 1.3
7 | Cc1ccc(Cn2ccc(NC(=O)c3cc(C)on3)n2)cc1 | -1.0 | 4.7 | 1.0 | 5.2 | -0.4 | -0.6 | 2.8 | -2.3 | -1.7 | -8.2 | 0.0
8 | N#C/C(=C\c1cccc(Cl)c1)C(=O)c1ccccc1 | -17.3 | 2.4 | 0.9 | -0.8 | 3.0 | 0.4 | -8.4 | -2.7 | -0.6 | -2.7 | 0.2
9 | CCC(C)NC(=O)c1c(N)n(/N=C/c2cccnc2)c2nc3ccccc3nc12 (centres undefined) | -10.5 | 3.7 | 0.3 | 6.0 | -0.5 | -0.8 | -8.4 | -3.3 | -7.4 | -8.6 | -0.3
10 | CCCNC(=O)C(Cc1cccc(C#N)c1)NC(=O)c1cccc([N+](=O)[O-])c1 (centres undefined) | -3.0 | -0.3 | 1.1 | 0.7 | -0.6 | -0.7 | -1.5 | -3.3 | -6.9 | -10.1 | 0.5
11 | COc1ccccc1CCn1cnc(-c2ccc(OC)c(OC)c2)c1C(C)C | -6.1 | -2.8 | -3.6 | / | -6.0 | -2.1 | -3.9 | -0.9 | -2.7 | 2.2 | /
12 | O=C(NCCOc1ccccc1)C(=O)c1c[nH]c2ccccc12 | -2.8 | 2.0 | -0.4 | 0.2 | -2.2 | -1.5 | 0.0 | -19.4 | -0.9 | 7.1 | 1.6
13 | O=C(CCCN1C(=O)C2CCCCN2C1=O)N1CCN(c2ccc([N+](=O)[O-])cc2)CC1 (centres undefined) | 2.3 | -2.6 | -1.5 | 2.4 | -3.1 | -1.9 | 5.6 | 0.1 | -1.1 | 2.4 | -1.4
14 | CCN(CC)c1ccc(NC(=O)C(C)C)cc1 | 0.1 | -1.2 | 1.2 | 0.5 | -1.0 | -1.0 | 0.1 | 9.0 | -2.3 | 4.0 | 0.7
15 | CCCCCN(C(=O)CCC(=O)OC(C)C(=O)Nc1cccc(C#N)c1)c1c(N)n(CCCC)c(=O)[nH]c1=O (centres undefined) | -2.3 | -2.8 | 1.3 | 0.2 | 0.1 | -1.4 | 0.9 | -7.9 | -0.4 | -130.6 | -0.7
16 | CC(=O)N1c2ccc(S(=O)(=O)N3CCCC(C(=O)Nc4ccc(F)cc4)C3)cc2CC1C (centres undefined) | 1.2 | -5.3 | -2.9 | -3.5 | -4.7 | -2.6 | 1.7 | -3.6 | 1.8 | -2.2 | -1.5
17 | CCOC(=O)c1cc(C)nc(N2CCCCC2)c1C#N | -18.6 | -0.7 | 0.3 | 3.5 | -0.6 | -1.4 | -13.1 | 4.3 | -6.6 | -12.8 | -0.4
18 | Cc1ccc(OCC(=O)NCc2n[nH]c(=O)c3ccccc23)cc1 | -7.0 | -1.6 | 0.4 | 1.5 | -1.4 | -0.8 | -0.8 | -0.2 | -5.0 | -9.8 | 1.5
19 | CCn1c(Cn2nnc(-c3ccccc3)n2)nnc1SCC(=O)Nc1ccccc1 | 0.7 | 0.9 | -1.0 | -0.4 | -0.5 | -2.1 | 1.3 | -18.2 | -1.9 | 2.9 | -0.1
20 | COc1ccc(-c2noc(C3CCCN(C(=O)N[C@@H]4C[C@H]4c4ccccc4)C3)n2)cc1 (some centres undefined) | 6.1 | 8.0 | 1.8 | / | 2.1 | -0.8 | 6.4 | -6.3 | 0.3 | 5.9 | /
21 | Cc1cc(=O)n(CNC(=O)c2ccccc2)c(=S)[nH]1 | 1.2 | 1.1 | 0.4 | 0.8 | -1.7 | -1.0 | 0.0 | 8.3 | -0.7 | 5.5 | 0.9
22 | COc1ccc(Cn2c(O)cc(=O)[nH]c2=O)cc1 | -0.9 | -1.5 | 0.5 | -0.4 | -1.1 | -1.2 | 2.9 | -3.7 | 0.4 | 15.0 | -0.2
23 | CCOC(=O)c1sc(NC(=O)c2ccc3nc[nH]c3c2)nc1C | -29.8 | 4.1 | 0.2 | 5.2 | 0.3 | -0.5 | -16.2 | -18.1 | -1.8 | -7.7 | 0.1
24 | COc1ccc(NC(=O)CCCSc2nc(-c3ccco3)cc(C(F)(F)F)n2)cc1OC | 2.5 | -0.4 | 0.3 | -2.7 | -0.1 | -1.4 | 2.8 | -2.6 | 1.4 | -6.5 | 0.1
25 | Cc1cnc(C(=O)OCC(=O)NC2CCCCCC2)cn1 | 0.2 | 0.2 | 0.3 | 2.6 | 0.5 | -0.7 | 2.3 | -2.6 | -0.4 | -11.6 | /
26 | FC(F)(F)c1nnc2ccc(NCc3cccnc3)nn12 | -1.2 | -2.6 | -0.4 | 0.3 | -1.9 | -1.4 | -1.3 | 6.9 | -5.2 | -1.0 | 7.9*
27 | O=C(Nc1cc(-c2ccccc2)sc1C(=O)O)c1cccc(F)c1 | -24.4 | 0.8 | 0.1 | -1.4 | -2.9 | -1.2 | -14.9 | -16.1 | -4.7 | 9.8 | -1.8
28 | COc1ccc(C(C#N)N2CCCCCC2)cc1OC (centres undefined) | -2.2 | -0.6 | -0.2 | -1.4 | -1.7 | -0.8 | 4.9 | -14.6 | -8.0 | -5.8 | 1.2
29 | Cc1noc(C)c1CSc1nc2ccccc2[nH]1 | 7.4 | -0.7 | 0.4 | 1.5 | -0.5 | -1.3 | 7.1 | 7.2 | 4.6 | 8.2 | 0.1
30 | COc1ccc(C2CC(=O)C=C(NCc3ccc4c(c3)OCO4)C2)cc1 (centres undefined) | -9.6 | 0.3 | -0.4 | -0.8 | -1.4 | -1.7 | -2.7 | -3.5 | -5.3 | -7.6 | -0.3
31 | Cc1ccc(S(=O)(=O)NCCC(=O)NC2CCCCCC2)cc1C | -7.1 | -0.4 | -0.2 | -1.7 | 2.5 | -1.4 | 2.5 | 5.7 | -4.8 | -18.3 | 0.6
32 | Cc1ccccc1C(=O)NC(CC(C)C)C(=O)NCC(C)(C)N1CCOCC1 (centres undefined) | 0.3 | 3.1 | -1.7 | -0.1 | -0.7 | -1.1 | 6.0 | -0.2 | 3.8 | -0.7 | 1.0
33 | O=C(CCc1c[nH]c2ccccc12)NCCc1ccc2c(c1)OCCO2 | -4.4 | 0.3 | -0.7 | -0.7 | -0.9 | -0.5 | -1.6 | -26.9 | -5.2 | -8.6 | -0.7
34 | O=C(CNC(=O)c1ccc(Cl)cc1Cl)NCC1CCCO1 (centres undefined) | -2.1 | -0.4 | 0.2 | 0.2 | -0.2 | -1.1 | -5.0 | -2.3 | -3.9 | -3.3 | 1.1
35 | O=S(=O)(NCc1csc(-c2cccnc2)n1)c1ccc2c(c1)OCCO2 | -0.7 | -0.9 | 0.4 | -0.1 | -0.9 | -1.1 | 6.4 | 0.3 | 7.8 | 5.9 | -0.3
36 | COc1ccc(N2CC(C)Cn3c2nc2c3c(=O)n(CCN3CCOCC3)c(=O)n2C)cc1 (centres undefined) | -2.8 | -1.1 | 0.1 | 2.9 | -1.1 | -1.4 | -0.1 | 12.6 | -2.8 | -9.6 | 0.5
37 | Cn1c(=O)c2c(SCC(=O)N3CCCCC3)nc(-c3ccccc3F)nc2n(C)c1=O | -3.7 | -1.4 | 0.2 | 0.1 | 0.7 | -0.8 | 0.6 | 6.2 | 7.9 | 12.8 | 0.0
38 | CCCOCn1cc(F)c(=O)[nH]c1=O | 2.7 | 0.5 | 0.9 | -0.7 | 1.0 | -1.1 | 0.2 | 1.5 | -3.4 | -4.8 | 0.9
39 | C=CCN(c1ccccc1C(=O)O)S(=O)(=O)c1ccc(NC(=O)OC)cc1 | -7.8 | -1.3 | 0.4 | 2.2 | -1.2 | -1.3 | -1.4 | 8.3 | -5.0 | -9.2 | 1.2
40 | CCOc1ccc(/C(O)=C2/C(=O)C(=O)N(CCOCCO)C2c2ccccn2)cc1 (centres undefined) | -1.1 | 3.0 | -0.5 | -0.6 | 1.9 | -1.2 | 1.1 | 3.0 | -3.2 | -5.6 | 0.7
41 | COc1ccc(CC(=O)OCC(=O)c2c(N)n(C)c(=O)n(C)c2=O)cc1OC | -6.1 | -4.4 | -0.4 | -0.9 | -0.1 | -1.2 | -1.8 | 2.3 | -0.7 | -13.0 | 1.6
42 | OC(Cc1ccccc1)c1ncc(-c2ccc(Cl)cc2)[nH]1 (centres undefined) | 0.4 | 3.3 | 1.0 | -1.7 | 0.8 | -1.3 | -1.1 | 0.9 | -4.7 | -10.5 | /
43 | COc1ccc(-c2oc(=O)c3cc(OC)c(OC)cc3c2/C=C/c2cccc([N+](=O)[O-])c2)cc1 | -3.3 | -3.4 | -0.1 | 1.2 | 0.3 | -1.1 | -3.8 | -1.4 | 0.6 | -2.7 | -0.3
44 | CC1=C(C(=O)OC(C)C)C(c2cn(-c3ccccc3)nc2-c2cccs2)NC(=O)N1 (centres undefined) | -0.1 | 1.6 | -0.2 | 0.5 | -1.3 | -1.3 | -1.9 | -5.4 | -2.3 | -1.5 | -0.3
45 | O=C(NCc1ccc2c(c1)OCO2)C1CC(c2ccccc2O)=NO1 (centres undefined) | 3.6 | 5.4 | -0.1 | -1.9 | -1.1 | -0.7 | 2.8 | -7.9 | -1.8 | 0.4 | 1.1
46 | COc1ccc(-c2ccc(-c3noc(-c4cccs4)n3)c(OC)n2)cc1 | -1.1 | 1.2 | -0.1 | 0.7 | 0.0 | -1.6 | -2.2 | 3.8 | -6.1 | 0.0 | -1.0
